# Screening data from PubChem.
# HEK293 tox: Cytotoxic Profiling in HEK 293 Cell Line of Diverse Libraries Using Quantitative High-Throughput Screening. HEK 293 viability, ATP luminescence (CellTiter-Glo), 48-72 h. Potency, µM (doses to about 115 µM), inactives show at the highest dose activity change, negative = cytotoxicity, usual class: inhibitors. 6.6% of 94,000 active; also: potency is read from the fitted curve at half-maximal effect; nearly all actives have a fitted effect of over 60% in size
#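 HEK 293 seeded at 250 cells/well receive compound via pintool. After 48 or 72 hr at 37 degree Celsius, 5% CO2 and 95% humidity, CellTiter-Glo is dispensed and luminescence read following 10 min at room temperature.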
# GPT2 inhibitor: Primary qHTS assay for inhibitors of Glutamate pyruvate transaminase 2 (GPT2); AID 1671188, 2021; Alanine aminotransferase 2 (Homo sapiens), Q8TD30; Recombinant GPT2, coupled pyruvate oxidase/HRP Amplex Red fluorescence; Potency, µM (doses to about 57.7 µM), without a hit: top-dose activity change, negative = inhibition, hits mostly inhibitors; 0.25% of 100,000 active; also: potency is read from the fitted curve at half-maximal effect; nearly all actives have a fitted effect of over 60% in size; many of its hits are not listed in these tables
# Target sequence (Q8TD30 whole entry, looked up): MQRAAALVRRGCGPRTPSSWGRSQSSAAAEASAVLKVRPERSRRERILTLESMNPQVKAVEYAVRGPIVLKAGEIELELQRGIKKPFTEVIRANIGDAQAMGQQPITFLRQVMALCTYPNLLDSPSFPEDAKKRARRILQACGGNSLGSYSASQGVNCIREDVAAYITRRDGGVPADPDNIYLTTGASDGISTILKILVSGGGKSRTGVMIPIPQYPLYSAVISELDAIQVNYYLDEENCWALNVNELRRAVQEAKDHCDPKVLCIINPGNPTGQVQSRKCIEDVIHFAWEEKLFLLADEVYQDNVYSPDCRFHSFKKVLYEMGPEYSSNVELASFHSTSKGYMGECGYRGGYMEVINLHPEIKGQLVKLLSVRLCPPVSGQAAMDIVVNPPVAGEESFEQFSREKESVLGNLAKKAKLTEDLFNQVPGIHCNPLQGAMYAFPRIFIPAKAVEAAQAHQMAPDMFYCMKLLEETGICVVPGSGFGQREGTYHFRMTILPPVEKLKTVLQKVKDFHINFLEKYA
#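 GPT2 10ng/uL, a-KG 250uM, L-Ala 2mM, HEPES pH7.5 + 0.0001% Tween; 30 min RT. Then Amplex mix (PO/HRP/ThPP), 30 min RT dark, fluorescence. AOA 50uM used as positive control.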
# SNCA expr inhib: Primary qHTS assay for inhibitors of alpha-synuclein gene (SNCA) expression. 0.17% of 140,000 active. HEK-293 SNCA-luciferase knock-in, luminescence, 24 h. Potency, µM (top dose mostly 57.2 µM), for the others: at the highest dose activity change, negative = inhibition, hits mostly inhibitors;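 also: potency is read from the fitted curve at half-maximal effect; plate controls were DMSO cells for no effect and cell-free wells for full effect; nearly all actives have a fitted effect of over 45% in size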
# FLuc inh: Firefly luciferase inhibition profiling of diverse chemical library using quantitative high-throughput screening | AID 1347043, 2019 | Potency, µM (doses to about 115 µM), inactives show at the highest dose activity change, negative = inhibition, most hits filed as inhibitors | 2.5% of 76,000 active | purified P. pyralis luciferase, luminescence, biochemical; also: potency is read from the fitted curve at half-maximal effect; nearly all actives have a fitted effect of over 65% in size
# Target sequence (P08659 whole entry, looked up): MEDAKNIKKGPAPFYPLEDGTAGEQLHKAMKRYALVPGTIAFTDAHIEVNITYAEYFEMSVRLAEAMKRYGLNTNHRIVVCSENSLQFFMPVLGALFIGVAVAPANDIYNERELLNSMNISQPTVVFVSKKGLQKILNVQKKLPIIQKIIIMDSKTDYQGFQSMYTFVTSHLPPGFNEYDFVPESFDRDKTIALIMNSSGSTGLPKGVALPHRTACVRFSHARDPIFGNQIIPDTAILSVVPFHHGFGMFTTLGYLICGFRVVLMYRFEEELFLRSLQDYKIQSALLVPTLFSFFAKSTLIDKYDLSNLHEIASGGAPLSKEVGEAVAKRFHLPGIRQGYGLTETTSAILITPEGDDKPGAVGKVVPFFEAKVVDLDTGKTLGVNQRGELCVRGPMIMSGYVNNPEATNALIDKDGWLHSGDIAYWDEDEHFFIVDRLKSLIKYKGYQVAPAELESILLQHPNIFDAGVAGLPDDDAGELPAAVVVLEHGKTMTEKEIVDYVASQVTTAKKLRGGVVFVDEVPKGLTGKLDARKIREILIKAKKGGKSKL
#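 Inhibitors were tested against purified firefly luciferase in a biochemical, low-substrate format (both substrates at 10uM) and luminescence measured with a CCD imager.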
# SNCA viab count: GF-AFC viability counterscreen for inhibitors of alpha-synuclein gene (SNCA) expression. AID 1671193, 2021. Potency, µM (top dose mostly 57.1 µM), for the others: at the top dose activity change, negative = cytotoxicity, usual class: cytotoxic. HEK-293-SNCA-luc viability, GF-AFC fluorescence, 24 h. 0.12% of 150,000 active;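 also: potency is read from the fitted curve at half-maximal effect; 0% = DMSO-treated cells and -100% = medium-only wells without cells; nearly all actives have a fitted effect of over 30% in size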
#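 Cytotoxicity counterscreen: after 24 h compound treatment of genome-edited SNCA-luciferase HEK-293 cells, live-cell protease substrate GF-AFC read by fluorescence after 30 min; activity scaled between DMSO (0%) and medium-only (-100%), curves Hill-fitted.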
# IP6K1 inhibitor: Primary qHTS assay for small molecule inhibitors of Inositol hexaphosphate kinase 1 (IP6K1); Inositol hexakisphosphate kinase 1 (Homo sapiens), Q92551; IP6K1 kinase, ADP-Glo luminescence, 2 h; hits give low values; activity change, % (series mostly up to about 58 µM); 0.81% of 140,000 active; AID 1645851, 2021; in the data active = activity change below about -25%
#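 ADP-Glo luminescence measures ADP made by human IP6K1 during a 2 h RT reaction with ATP/IP6 (mix at 1.3 mM/130 uM); top library doses 57.5 and 19.1 uM final.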
# 3T3 cytotox: Cytotoxic Profiling in NIH 3T3 Cell Line of Diverse Libraries Using Quantitative High-Throughput Screening. NIH 3T3 viability, CellTiter-Glo ATP luminescence, 48-72 h. Potency, µM (doses to about 96.7 µM), without a hit: at the highest dose activity change, negative = cytotoxicity, hits mostly inhibitors. 4.3% of 94,000 active; also: potency is read from the fitted curve at half-maximal effect; nearly all actives have a fitted effect of over 55% in size
#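 Viability of NIH 3T3 cells after 48 or 72 hr compound treatment at 37 °C was assessed by CellTiter-Glo, with luminescence imaged following a 10 min room-temperature step.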
# An asterisk follows results filed as active; i = inactive; ? = inconclusive; · = not tested or not shown; & = joins results of further samples; [ ] = another dose, or the depositor's remark. Unless noted, calls follow the shape of the dose curve; as a rule, active = well fitted curve in the direction sought with a large enough effect; inconclusive = small, poorly fitted or top-dose-only effect, or another doubt; inactive = no such curve, though single readings can be large; an effect the other way counts as inactive or inconclusive. Unless noted, % is scaled to controls: 0 for no effect and ±100 for the full control effect. The list is partial; count on the stated rates, not on these rows.
SMILES,HEK293 tox,GPT2 inhibitor,SNCA expr inhib,FLuc inh,SNCA viab count,IP6K1 inhibitor,3T3 cytotox
CN(C)C(=O)N1CCCC(C(=O)N2CCC(N3Cc4cccn4C3=O)CC2)C1 (configuration not stated),-6%,i,2%,·,3%,0,-6%
O=C1Nc2ccccc2OCC12CCN(Cc1cccnc1)CC2,-22%[172 µM],i,-21%[87.6 µM],2%[172 µM],-1%[87.6 µM],30,-13%[138 µM]
CCOC(=O)c1c(C)oc2nc(C)nc(Nc3cccc(OC)c3)c12,·,·,-3%,·,-6%,-8,·
CC(C)c1cc(C(=O)NCc2nnnn2-c2ccccc2)nc2ncnn12,?,i,0%,7%,-4%,-3,-9%
COc1ccc(-c2cccc(C(=O)NCc3ccc(C(F)(F)F)cc3)c2)nn1,40µM*,·,·,·,·,7,?
O=C(CSc1nc2ccccc2n1Cc1cccc(C(F)(F)F)c1)NCc1ccccc1,·,·,-14%,·,9%,41,·
CCn1nccc1C(=O)N[C@@H]1CN(Cc2ccccc2)C[C@H]1CN(C)C,-22%,i,2%,4%,-6%,-9,-24%
Cc1ccc(CSc2cn(CC(=O)N3CCCC3)c3ccccc23)cc1,·,·,85%[activator],·,-15%,12,·
CCN(C(=O)c1cc2c(=O)n(CC)c3ccccc3c2s1)c1cccc(C(F)(F)F)c1,·,·,-7%,·,11%,15,·
O=C1NC(=NC2CCCCC2)C2(CCCN([S+](=O)([O-])c3cccc(C(F)(F)F)c3)C2)N1c1cccnc1 (configuration not stated),?,4%,-10%&-1%,-5%,?,10&-2,-17%&-13%
Cc1csc(NC(=O)[C@@H]2C[C@@H](c3ccc(F)cc3)N([S+](=O)([O-])c3ccccc3)C2)n1,?,i,2%,-8%,-6%,-1,?
O=C(CN1C(=O)C2(SCC(=O)N2c2cccc(Cl)c2)c2ccccc21)NC1CCCCC1 (configuration not stated),·,·,?,·,?,5,·
COc1ccccc1N1CCN(C(=O)C2N(C(C)C)C(=O)C23CCCCC3)CC1 (configuration not stated),?,-1%,-11%,-2%,0%,-5,-9%
CC(C)CCNC(=O)c1cnc2sc(N3CCCCCC3)nn2c1=O,·,·,14%,·,3%,48,·
Cc1cc(-c2ccc(C)c(S(=O)(=O)N3c4ccccc4CC3C)c2)on1 (configuration not stated),·,·,?,·,2%,19,·
Cc1ncoc1C(=O)N1CCC(F)(c2nc(-c3ccncc3)no2)CC1,-3%,i,5%,1%,2%,1,4%
CCn1ncc(CN2CC[C@@H]3CN(S(C)(=O)=O)[C@@H]3C2)c1C,-16%,-15%,-9%,-8%,26%[12.5 µM],15,-5%
CC(C(=O)NCc1ccc(C(F)(F)F)cc1)C1CCOCC1 (configuration not stated),0%,-5%,48%[activator],-9%,14%[12.5 µM],6,i
CN(C)c1ccc(CN2CC[C@H](c3nc4ccccc4n3C)C2)cc1,?,-26%[88.5 µM],60%[activator][87.6 µM],?,-13%[87.6 µM],0,?
COCCN1C(=O)[C@@H]2C[C@@H](CN2Cc2ccccc2)Oc2ccccc21,?,-14%[88.5 µM],-30%[87.6 µM],-4%[172 µM],3%[87.6 µM],23,-23%[138 µM]
O=c1oc2ccccc2cc1-c1cn2cc(Cc3ccccc3F)sc2n1,·,·,135%[activator],·,-25%,3,·
CC(=O)Nc1cc(C(=O)NCc2ccccc2)ccc1Sc1ccc(C)cc1,·,·,-23%,·,-16%,-6,·
COc1ccc(CCNC(=O)c2c(C)noc2-c2ccccc2OC)cc1,?,-28%,-3%,-10%,-8%,29,?
O=C(NC[C@H]1OC[C@@H](NC2CCOCC2)[C@@H]1O)C1CC1,-15%[230 µM],-4%[88.5 µM],10%[87.6 µM],-14%[230 µM],12%[87.6 µM],-3,-6%[174 µM]

# Compound profiles (already shown).
# Cc1cc(-c2ccc(C)c(S(=O)(=O)N3c4ccccc4CC3C)c2)on1 (configuration not stated) reads HEK293 tox = ·; GPT2 inhibitor = ·; SNCA expr inhib = ?; FLuc inh = ·; SNCA viab count = 2%; IP6K1 inhibitor = 19; 3T3 cytotox = ·
# CC(C)CCNC(=O)c1cnc2sc(N3CCCCCC3)nn2c1=O reads HEK293 tox = ·; GPT2 inhibitor = ·; SNCA expr inhib = 14%; FLuc inh = ·; SNCA viab count = 3%; IP6K1 inhibitor = 48; 3T3 cytotox = ·

# Next part:
SMILES,HEK293 tox,GPT2 inhibitor,SNCA expr inhib,FLuc inh,SNCA viab count,IP6K1 inhibitor,3T3 cytotox
Cc1ccc(-c2cc(NC(=O)C(C)Oc3ccc(C)c(C)c3)on2)cc1 (configuration not stated),·,·,35%[activator],·,15%,54,·
CC1CCN(S(=O)(=O)c2ccc3c(c2)oc(=O)n3CC(=O)NC(C)c2ccccc2)CC1 (configuration not stated),·,·,-6%,·,11%,-7,·
Cc1c(F)cccc1NC(=O)N1CC(c2nnc(-c3ccncc3)o2)C2(CCOCC2)C1 (configuration not stated),-6%,-8%,9%,-18%,0%,17,-20%
O=C1NCc2ccccc2CC12CCN(C/C=C/c1ccccc1)CC2,?,-18%,15%,·,-7%,6,?
Cc1cccc(CN(C(=O)c2ccco2)c2ccc(CC(=O)NCC3CCCO3)cc2)c1 (configuration not stated),?,i,4%,-6%,-6%,6,-20%
Cc1cn2c(=O)cc(COC(=O)c3cccc(NC(=O)COc4ccccc4Cl)c3)nc2s1,·,·,?,·,0%,1,·
CC(=O)c1c(C)oc2ccc(N(C(=O)Oc3ccccc3)S(=O)(=O)c3ccc(C(C)(C)C)cc3)cc12,·,·,2%,·,4%,-3,·
CNc1ncc(C(=O)N2CCCC(CC=C(C)C)(C(=O)O)C2)cn1 (configuration not stated),-6%,i,2%,-9%,2%,0,i
CCOC(=O)c1ccc(-c2ccc(/C=C(\C#N)C(=O)Nc3ccc(C)cc3)o2)cc1,·,·,30%,·,-5%,-10,·
CC(C)CN1C(=O)c2cccn2CC1C(=O)NCCN1CCCC1 (configuration not stated),-2%,i,-5%,-3%,7%,-3,-7%
CCC(C)NC(=O)N1CC(Oc2ccc(-c3nc(C)no3)cc2)C1 (configuration not stated),?,i,-17%,-7%,-4%,6,-30%
NCCc1ccc(O)c(O)c1,·,?,?,·,?,1,·

# Gathered by group, the entries above with an aryl methoxy group.
SMILES,HEK293 tox,GPT2 inhibitor,SNCA expr inhib,FLuc inh,SNCA viab count,IP6K1 inhibitor,3T3 cytotox
CCOC(=O)c1c(C)oc2nc(C)nc(Nc3cccc(OC)c3)c12,·,·,-3%,·,-6%,-8,·
COc1ccc(-c2cccc(C(=O)NCc3ccc(C(F)(F)F)cc3)c2)nn1,40µM*,·,·,·,·,7,?
COc1ccccc1N1CCN(C(=O)C2N(C(C)C)C(=O)C23CCCCC3)CC1 (configuration not stated),?,-1%,-11%,-2%,0%,-5,-9%
COc1ccc(CCNC(=O)c2c(C)noc2-c2ccccc2OC)cc1,?,-28%,-3%,-10%,-8%,29,?

# Next part
SMILES,HEK293 tox,GPT2 inhibitor,SNCA expr inhib,FLuc inh,SNCA viab count,IP6K1 inhibitor,3T3 cytotox
COc1ccc(NC(=O)CSc2nc(-c3ccc(F)cc3)c3cccc(C)c3n2)cc1,·,·,-4%,·,10%,-18,·
Cc1c(Cl)cccc1NC(=O)c1oc2ccc(S(=O)(=O)N3CCCCCC3)cc2c1C,·,·,12%,·,1%,-2,·
Cc1ccc2c(=O)cc(C(=O)Nc3sc4c(c3C(=O)NCc3cccnc3)CCCC4)oc2c1,·,·,22%,·,12%,30,·
COc1ccc(-c2cc(N3CCCN(C(=O)CCCc4ccccc4)CC3)n[nH]2)cc1,?,?,-20%,-16%,-20%,17,?
Cc1cccc(CC(=O)N2CC(c3nnc(C(C)C)o3)C3(CCOCC3)C2)c1 (configuration not stated),3%,-3%,29%,3%,-6%,11,1%
COCC(=O)N1CCC2(CC1)C(=O)NCN2Cc1ccc(Cl)cc1,-22%,-6%,13%,-4%,12%,4,3%
COc1cccc(NC(=O)O[C@@H]2CC[C@]3(C)C(CC[C@@H](O)[C@H]3CC(=O)N3CCCC3)[C@]2(C)CO)c1 (some centres not stated),-16%,-1%,7%,-1%,-22%,15,-18%
COc1ccc(CCC(=O)NC2CCN(c3cc(C(F)(F)F)nc(C)n3)CC2)cc1,-26%,-9%,1%,3%,11%,-3,-24%
CNC(=O)c1cc[nH]c1C1CCCN(C(=O)Cn2c(=O)oc3ccccc32)C1 (configuration not stated),-2%,4%,15%,6%,-3%[12.5 µM],26,4%
CC1=CC2(O)/C=C/C(C)(O)CC(O)/C=C/C(=O)OC23C(=O)NC(CC(C)C)C3C1C (configuration not stated),·,-1%[27.3 µM],·,·,6%[23.9 µM],3,·
COc1ccc(C(=O)NCCc2csc(-c3ccc(Cl)cc3)n2)cc1,·,·,14%,·,-27%,-9,·
COc1ccc(N2CC(c3noc(-c4ccc(C)c(C)c4)n3)CC2=O)cc1OC (configuration not stated),?,i,?,-16%,-14%,-8,-10%
COc1ccc(-c2nc(C3CC3)nc3c2CCN(Cc2cc(C)on2)CC3)cc1,-49%,i,-11%,·,?,-8,-37%
COc1cccc(NC(=O)CCNC(=O)Cn2cnc3ccccc3c2=O)c1,·,·,150%[activator],·,2%,4,·
O=C(c1ccc(N2CCCOCC2)nc1)N1CCC(Oc2cccnc2)CC1,-19%,-3%,4%,1%,-1%,17,-14%
CCCCn1c(=O)c(C(=O)NC2CC2)nc2cccnc21,i,i,1%[87.6 µM],·,-9%[87.6 µM],3,-2%[138 µM]
CN(Cc1ccccc1)Cc1cc(C[C@@H]2C[C@H](NC(=O)C3CC3)C2(C)C)no1,?,i,6%[87.6 µM],18%[172 µM],6%[87.6 µM],7,?
O=C(CSc1nc2c([nH]c3ccccc32)c(=O)n1-c1ccc(Cl)cc1)NCC1CCCO1 (configuration not stated),·,·,36%[activator],·,3%,-13,·
C[C@@H](NC(=O)NC(C)(C)C)c1onc(-c2ccc(Cl)cc2)c1C(=O)O,i,-4%[88.5 µM],11%[87.6 µM],-9%[172 µM],3%[87.6 µM],11,i
CCOc1ccc2c(n1)CCN(C(=O)c1nn(C)c3ccccc13)C2,-5%,i,1%,-28%,1%[12.5 µM],6,-13%
Cc1ccc([S+](=O)([O-])NC2CCN(Cc3cccc(-c4cccc(C)c4)c3)CC2)cc1,25µM*,-8%,1%,·,-2%,3,16µM*
CO[C@H]1C(=O)N(C2CCNCC2)[C@H]1c1ccncc1,5%,-10%,-29%,7%,0%,19,4%
Fc1ccccc1CN1CCNc2cnc(Nc3ccccc3)cc2C1,100µM*,-84%[88.5 µM],?,-2%[172 µM],-25%[87.6 µM],-4,?
Cc1nnc2ccc(N3CCC(NC(=O)c4ccc(F)cc4)CC3)nn12,-20%,·,·,·,·,2,-27%
